Assay outcomes: PubChem BioAssay, several laboratories
ZTA counter: counter-screen for EBNA-1 inhibitors: inhibitors of Epstein-Barr virus ZTA; AID 2234; P03206; inhibition, % at 11 µM; hit rate 0.15% among 320,000; ZTA-DNA binding, fluorescence polarization; in the data active = inhibition above about 33%
Target sequence (P03206 whole entry, looked up): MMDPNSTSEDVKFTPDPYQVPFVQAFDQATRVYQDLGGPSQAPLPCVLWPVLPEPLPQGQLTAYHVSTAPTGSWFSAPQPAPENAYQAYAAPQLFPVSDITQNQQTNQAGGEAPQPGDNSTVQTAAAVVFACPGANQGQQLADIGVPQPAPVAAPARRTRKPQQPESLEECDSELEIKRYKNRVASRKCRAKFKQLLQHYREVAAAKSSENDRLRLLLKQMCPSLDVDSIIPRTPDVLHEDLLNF
PP1 counter: counter-screen for PP5 inhibitors: inhibitors of human PP1-alpha; purified PP1alpha, OMFP fluorescence; inhibition, % at 6.7 µM; hit rate 0.9% among 320,000; AID 2235; P62136;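 active = inhibition above the mean inhibition of all tested compounds plus 3 SD, computed separately for each screening campaign, cut at about 15% in these data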
Target sequence (P62136 whole entry, looked up): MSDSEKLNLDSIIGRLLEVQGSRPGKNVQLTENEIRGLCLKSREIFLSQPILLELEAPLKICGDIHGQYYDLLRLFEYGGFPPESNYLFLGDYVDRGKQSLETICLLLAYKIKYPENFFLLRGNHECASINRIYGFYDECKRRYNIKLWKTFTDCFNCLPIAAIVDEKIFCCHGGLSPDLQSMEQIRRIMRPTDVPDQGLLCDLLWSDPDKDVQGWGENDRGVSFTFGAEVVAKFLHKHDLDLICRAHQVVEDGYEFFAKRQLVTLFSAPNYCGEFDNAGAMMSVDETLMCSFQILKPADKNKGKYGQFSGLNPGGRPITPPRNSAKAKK
EBNA-1 inhibitor: blocks EBNA-1 binding to DNA | EBNA-1 DNA binding, fluorescence polarization | inhibition, % at 14.8 µM | hit rate 0.34% among 300,000 | AID 1950; in the data active = inhibition above about 28%
core dimer inh: HCV core protein dimerization inhibition. TR-FRET GST/Flag-core106 dimerization, 1536-well. inhibition, % at 5 µM. hit rate 0.33% among 300,000;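 active = inhibition above the mean of all tested compounds plus 3 SD, set per screening campaign, cut at about 45% in these data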
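System: GST-tagged and Flag-tagged HCV core protein residues 1-106 / Input: core106 proteins, GST 13.5 nM and Flag 17 nM / Buffer or medium: KF-containing HEPES buffer, pH 7.45, DTT, CHAPS, BSA / Probe or stimulus: Eu-anti-GST and XL665-anti-Flag labelled anti-tag antibodies / Schedule: 4 h, 22.5 °C incubation / Technique: TR-FRET 671 and 617 nm emission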
JMJD2C inh: inhibitors of human GASC-1 (JMJD2C) demethylase; Q9H3R0; GST-JMJD2C(1-420) H3K9me3 demethylation, DELFIA europium; inhibition, % at 2.35 µM; hit rate 0.069% among 330,000;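 active = more than half of a compound's replicate wells show inhibition beyond 50%, single wells judged on their own value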;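 note: signal counts dimethyl H3K9 product captured on neutravidin plate; 0% = median of DMSO wells and 100% = 0.3 times that DMSO median; strong numbers were not always called active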
Fh CTSL1 inh: cathepsin L1 inhibition, PFM18AAP counter-screen | recombinant F. hepatica cathepsin L1, Z-Leu-Arg-MCA fluorescence | inhibition, % at 5.96 µM | hit rate 0.49% among 300,000 | AID 1906;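 active = inhibition above the mean of all tested compounds plus 3 SD, set per screening campaign, cut at about 17% in these data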;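 note: 0% = plate median of test compound wells and 100% = 1 µM Z-Phe-Ala-diazomethylketone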
TPT1 inhibitor: inhibitors of Candida albicans tRNA 2'-phosphotransferase TPT1. recombinant caTPT1, FP RNA substrate dephosphorylation. inhibition, % at 5 µM. hit rate 0.81% among 300,000. AID 1962;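 active = inhibition above the mean of all tested compounds plus 3 SD, set per screening campaign, cut at about 24% in these data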;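 note: plate controls were DMSO alone for no effect and ferristatin control at 100 nM for full effect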
CR mimetic SO: yeast age-related superoxide inhibition as caloric restriction mimetic | AID 2690 | S. cerevisiae aged cells, superoxide DHE fluorescence; active compounds read low | hit rate 0.18% among 330,000 | superoxide response (% of plate mean), % at 10 µM;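 active = superoxide response under a set limit, about three screen SD below normal, cut at about 65% in these data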;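 note: yeast aged for seven days with compound at 30 °C before DHE staining; 100% = average MFI of all compound-treated wells on the plate with controls excluded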
PP5 primary: inhibitors of human protein phosphatase 5 (PP5); hit rate 0.18% among 320,000; inhibition, % at 6.7 µM; AID 1987; purified PP5c, OMFP substrate fluorescence; P53041;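 active = inhibition above the campaign's mean inhibition across all tested compounds plus 3 SD, cut at about 9.5% in these data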;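 note: 0% = DMSO only and 100% = 100 µM cantharidin control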
Target sequence (P53041 whole entry, looked up): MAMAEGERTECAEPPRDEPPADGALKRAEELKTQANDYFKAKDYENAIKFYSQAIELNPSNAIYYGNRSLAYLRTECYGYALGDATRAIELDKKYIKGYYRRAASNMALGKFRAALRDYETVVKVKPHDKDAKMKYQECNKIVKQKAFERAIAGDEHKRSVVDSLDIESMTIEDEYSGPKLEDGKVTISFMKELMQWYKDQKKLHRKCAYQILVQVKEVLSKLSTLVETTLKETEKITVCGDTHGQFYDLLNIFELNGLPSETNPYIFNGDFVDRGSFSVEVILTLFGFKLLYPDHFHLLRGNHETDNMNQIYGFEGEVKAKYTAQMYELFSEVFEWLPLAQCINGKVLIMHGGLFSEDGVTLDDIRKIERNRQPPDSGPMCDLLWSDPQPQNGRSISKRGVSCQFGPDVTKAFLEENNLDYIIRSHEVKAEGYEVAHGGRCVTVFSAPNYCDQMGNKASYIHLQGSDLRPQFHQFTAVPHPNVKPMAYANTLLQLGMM
Active calls of the source: *; · = no result given; & = joins results of further samples.

Results follow in this order: ZTA counter	PP1 counter	EBNA-1 inhibitor	core dimer inh	JMJD2C inh	Fh CTSL1 inh	TPT1 inhibitor	CR mimetic SO	PP5 primary
1) COCC(C)NC(=O)CSc1nc2cc(S(=O)(=O)N3CCCCC3)ccc2o1 (stereo not drawn)
  -12	-1	·	·	5	·	·	99	0.1
2) CCCN1C(=O)COc2ccc(C(=O)c3ccccc3C(=O)O)cc21
  15	-4	3	0	0	3	-3	98	-2.2
3) COc1ccc(CCN=C(N)NS(=O)(=O)c2cccs2)cc1OC
  -11	-5	-5	1	-3	-4	0	86	0.1
4) COc1ccc(/C=C2/SC(=S)N(CCCC(=O)Nc3ccc(O)cc3)C2=O)cc1
  2	0	4	3	4	2	-2	102	1.3
5) CC(C)COCC(O)CC(Cc1ccccc1)C(=O)NN (stereo not drawn)
  11	0	10	-1	-2	2	0	86	1.0
6) CC(=O)N/C(=C/c1ccc2c(c1)OCO2)C(=O)NCC(=O)O
  -10	0	-10	-6	0	1	2	112	3.3
7) O=C(COc1ccc(-n2cnnn2)cc1)NCCc1ccc(F)cc1
  -5	0	-4	8	1	1	1	94	0.0
8) COc1cc(NC(=O)CS(=O)(=O)c2ccccc2)cc(OC)c1OC
  0	-10	2	4	-4	-6	-3	101	0.5
9) COc1ccccc1NC(=O)C1CCCCC1
  -7	-1	6	-1	-4	1	0	99	-1.3
10) COc1ccc(/C=C/C(=O)NC(=S)Nc2ccc(Br)cn2)cc1
  -2	-3	1	7	4	1	-2	103	0.3
11) CCOCCCN(CCC#N)C(=O)C1CCN(S(=O)(=O)c2ccc(-n3cnnn3)cc2)CC1
  -19	-1	-3	6	-2	0	-4	108	1.6
12) Cc1ccc(-c2cc(C(=O)N3CCN(c4ccccc4O)CC3)c3ccccc3n2)cc1
  11	3	-3	14	8	-1	2	94	4.6
13) O=c1oc2cc(OCc3nn[nH]n3)ccc2c2c1CCCC2
  -1	-1	-8	-3	21	-5	-2	106	-0.5
14) CCc1nnc(NC(=O)C2CCCN2S(=O)(=O)c2ccc(C)cc2)s1 (stereo not drawn)
  2	2	-9	5	-3	2	3	105	2.6
15) O=C(C[n+]1cc(-c2ccc(Cl)c(Cl)c2)n2c1CCC2)OCc1ccccc1
  6	-1	-11	-25	-16	-3	1	104	2.0
16) CCCCn1c(N)c(N(CCOC)C(=O)COC(=O)CCOc2ccccc2)c(=O)[nH]c1=O
  -9	-6	-6	2	12	-21	-2	111	0.5
17) Nn1cnc2scc(-c3cccs3)c2c1=O
  12	-5	-12	0	-5	0	1	113	3.6
18) CC(C)(C)c1cc(C(=O)NCc2ccco2)ccn1
  -7	-3	-1	0	2	8	-2	86	-0.8
19) COc1cccc(CNC(=O)CCl)c1
  2	-1	-2	-4	10	-4	3	87	0.8
20) Cc1nn(CC(=O)Nc2ccc(C(=O)N3CCCC3)cc2)c(=O)c2ccccc12
  -17	4	-3	-4	13	-1	-5	97	1.3
21) COc1ccc(NC(=S)Nn2cnnc2)cc1OC
  -7	-2	-8	-4	6	6	0	103	3.1
22) Cc1ccc2nc(-c3cccc(S(=O)(=O)N4CC(C)OC(C)C4)c3)cn2c1 (stereo not drawn)
  1	0	0	16	-9	2	-5	96	0.5
23) NCCNc1ccc([N+](=O)[O-])c(NC2CC2)c1
  11	-1	6	-3	-6	-1	-2	103	1.2
24) CCN(CCNC(=O)CC1Oc2ccccc2NC1=O)c1ccccc1 (stereo not drawn)
  -7	-3	-2	-11	-5	1	1	107	2.9
25) CC(=O)N1CCOc2ccc(S(=O)(=O)NCCc3cccc(C)c3)cc21
  10	-2	1	1	4	0	-2	99	0.0
26) O=C(NC1CCCCC1)C(c1ccco1)N(C(=O)C(F)(F)F)C1CC1 (stereo not drawn)
  15	-6	3	-1	17	-3	-5	104	-1.4
27) O=C(NCc1ccco1)C1CCCN(c2nnc(-n3cccc3)s2)C1 (stereo not drawn)
  -2	-2	-1	7	19	-2	1	145	1.6
28) Nc1nc(NCCN2CCOCC2)nc(NCc2ccccc2)c1[N+](=O)[O-]
  -16	5	-19	0	-8	1	2	106	3.4
29) COc1cccc(NC(=S)N2CCCN(Cc3ccc(F)cc3)C2)c1
  10	0	-13	-2	0	-2	-1	78	-0.2
30) CN(C)CCCNC(=O)c1cc(C(=O)Cc2ccccc2)c[nH]1
  -2	0	2	-5	-4	-2	-3	81	-2.0
31) Cc1nn(C)c(C)c1CCC(=O)N1CCCC(C(=O)c2cccc(OC(C)C)c2)C1 (stereo not drawn)
  5	-2	-4	1	-5	-1	-3	114	-0.6
32) COC(=O)c1ccccc1Nc1ccccc1
  -17	-2	-13	-2	-6	2	-3	100	2.8
33) Cc1ccc(NC(=O)CS(=O)CC(=O)N(c2ccccc2F)C(C)C(=O)NC2CCCC2)cc1 (stereo not drawn)
  -22	6	-5	-18	-2	2	-4	101	-6.3
34) COc1ccc(C2CC3(O)NC(=O)C(C#N)(C3C)C2(C#N)C#N)cc1 (stereo not drawn)
  -22	-5	-8	-4	7	-5	-1	100	-0.4
35) CC12CCC(C(=O)NCc3ccc4c(c3)OCO4)(OC1=O)C2(C)C (stereo not drawn)
  5	-3	-13	-5	-6	-3	-2	105	0.6
36) CS(=O)(=O)N(CC(=O)N1CCCCC1)c1cccc(F)c1
  1	-3	-15	0	-8	2	0	95	2.4
37) Cc1nn(Cc2cccc(C(=O)Nc3ccn(Cc4c(F)c(F)cc(F)c4F)n3)c2)c(C)c1[N+](=O)[O-]
  -6	-2	11	12	-6	-5	-2	115	2.9
38) N#CC1=C(Nc2ccc(Br)cc2)CCC1
  8	-3	3	3	18	-2	-2	98	0.6
39) Cc1ccc2oc(=O)n(CCCOc3ccccc3C)c2c1
  5	-1	-1	1	4	2	0	100	2.1
40) CC(C)OC(=O)CC(=O)CSc1nc2c(cc1C#N)CCCC2
  -6	-2	-6	2	-4	2	2	113	4.0
41) CC(C)(ONC(=O)Nc1ccccc1Cl)C(=O)O
  18	-3	4	2	3	4	-4	107	-2.0
42) CN=C(Nc1ccc(C(=O)OC)s1)c1ccc(Cl)cc1
  4	0	4	-4	2	-4	-3	93	2.1
43) O=C(Nc1c2c(nn1-c1ccccc1)CS(=O)(=O)C2)c1ccco1
  -5	-2	-4	-15	5	-4	0	112	0.7
44) CCCn1c(SCC(=O)Nc2cc(Cl)ccc2Cl)n[nH]c1=O
  -10	0	-3	0	4	-1	1	123	-0.5
45) Cc1ccc(-c2csc3ncn(CC#N)c(=O)c23)cc1C
  -8	1	2	29	0	6	-1	93	2.9
46) CC(=O)Nc1cccc(C(=O)N(Cc2ccccc2)Cc2ccccc2)c1
  -8	1	-1	1	3	-1	-1	86	2.1
47) O=S(=O)(Nc1cc(F)ccc1F)c1cccc2nonc12
  9	2	9	-2	-5	1	-3	106	1.6
48) Cc1ccnc(NC(=O)c2cc(S(=O)(=O)N3CCCCC3)ccc2Cl)c1
  8	0	2	3	1	4	-1	91	0.0
49) CCCNc1nc(N2CCCC2)nc(N2CCCC2)n1
  -9	-3	5	1	6	6	-3	93	3.1
50) COc1ccc(C2=NOC3(CC(=O)N(c4ccc(Cl)cc4)C3=O)C2)c(OC)c1 (stereo not drawn)
  -2	-4	-2	-3	-5	0	-4	86	5.3

Next entries follow:
Results follow in this order: ZTA counter	PP1 counter	EBNA-1 inhibitor	core dimer inh	JMJD2C inh	Fh CTSL1 inh	TPT1 inhibitor	CR mimetic SO	PP5 primary
51) O=C(Nc1ccccc1C(=O)N1CCOCC1)C1COc2ccccc2O1 (stereo not drawn)
  6	-4	9	-5	-4	1	-2	86	-2.7
52) CCCCC(CC)CNC(=O)CN(C)S(=O)(=O)c1cccc2nsnc12 (stereo not drawn)
  -6	4	8	-2	2	2	-4	102	1.0
53) COc1ccc(CCNC(=O)CCNC(=O)c2ccco2)cc1OC
  3	-2	-3	-6	21	-1	-1	105	3.1
54) Cc1c(C(=O)OCC(=O)N2CCCC(C)C2)oc2ccccc12 (stereo not drawn)
  -4	-3	-3	1	0	5	-2	89	-0.1
55) CCOC(=O)C1(CCOc2ccccc2)CCN(Cc2cccc(OCCO)c2)CC1
  -4	-1	-8	-5	-32	-4	-2	94	-0.5
56) CCCOc1cccc(C(=O)N(Cc2cccs2)C2CCS(=O)(=O)C2)c1 (stereo not drawn)
  -14	-4	-6	0	18	0	-6	96	1.0
57) Cc1ccc(F)cc1NC(=O)CCNC(=O)c1ccc([N+](=O)[O-])cc1
  4	-5	9	-2	14	0	-2	109	1.0
58) Cc1ccc(S(=O)(=O)CCc2nnc(NC(=O)C3CCCO3)s2)cc1 (stereo not drawn)
  6	-2	0	1	3	4	-4	92	-1.1
59) O=C(c1cccc(-n2cnnn2)c1)N1CC=C(c2ccccc2)CC1
  1	0	-2	13	8	0	-1	99	1.0
60) COc1cc(S(=O)(=O)N2CCN(Cc3ccccc3)CC2)ccc1Br
  -11	-3	-9	-4	6	0	-2	100	3.1
61) CCCCN(C)CCNC(=O)CSCc1ccc(C)cc1
  12	-1	1	-1	23	-4	-2	87	-1.0
62) O=C(COC(=O)c1nc(Cl)ccc1Cl)c1ccc[nH]1
  2	-2	0	-3	-4	-1	-3	86	-0.6
63) COc1cc(S(=O)(=O)N2CCC(c3nc4ccccc4s3)CC2)ccc1S(=O)(=O)N1CC(C)CC(C)C1 (stereo not drawn)
  5	-5	2	0	-6	5	1	101	2.2
64) Cc1ccc2cc(CN(Cc3ccc4c(c3)OCO4)Cc3nnnn3Cc3ccco3)c(=O)[nH]c2c1C
  7	-1	-2	11	188&-48	-3	8	99	0.6
65) CCN(CC)c1ccc(/C=N/n2c(=S)[nH]nc(C)c2=O)cc1
  6	2	12	10	-14	3	-2	87	0.4
66) COc1ccc(S(=O)(=O)C(C#N)c2nc3ccccc3nc2N2CCCC(C)C2)cc1 (stereo not drawn)
  1	0	-24	26	-8&1	-1	-18	92	4.3
67) Cc1n[nH]c(=O)c2c(NC(=O)CSc3cc(Cl)ccc3Cl)oc(C)c12
  -12	1	·	·	3	·	·	94	0.8
68) Cc1nonc1NC(=O)CSc1nnc(N)s1
  -6	-2	0	2	-10	-3	-2	85	1.5
69) O=C(COC(=O)/C=C/c1ccc(C(F)(F)F)cc1)NCc1ccco1
  2	-1	2	-12	-9	-1	-6	94	1.3
70) CSc1cccc(NC(=O)c2ccccc2N(C)S(C)(=O)=O)c1
  -7	-3	4	-3	-8	3	0	99	0.1

Taken from above:
`COc1cc(S(=O)(=O)N2CCC(c3nc4ccccc4s3)CC2)ccc1S(=O)(=O)N1CC(C)CC(C)C1` (stereo not drawn) – CR mimetic SO: 101
`COc1ccc(S(=O)(=O)C(C#N)c2nc3ccccc3nc2N2CCCC(C)C2)cc1` (stereo not drawn) – EBNA-1 inhibitor: -24

The listing continues:
Results follow in this order: ZTA counter	PP1 counter	EBNA-1 inhibitor	core dimer inh	JMJD2C inh	Fh CTSL1 inh	TPT1 inhibitor	CR mimetic SO	PP5 primary
71) CNc1ccc2nnc(C(F)(F)C(F)(F)C(F)(F)F)n2n1
  4	-2	4	-2	-6	3	6	96	-2.5
72) CC(C)c1nc(SCC(=O)NC2CCCC2)c2ccccc2n1
  -4	-3	2	10	-14	2	3	100	-0.2
73) O=C(Nc1cc(S(=O)(=O)Nc2ccccc2Cl)ccc1O)c1sc2cc(Cl)ccc2c1Cl
  -17	1	-2	-1	2	7	-2	106	0.2
74) COc1cccc(CN2CCN(CCCc3ccccc3)C(CCO)C2)c1OC (stereo not drawn)
  -8	-2	-7	5	1	0	2	95	1.7
75) Cc1ccc(C)n1-n1c(C)nc2scc(-c3cccs3)c2c1=O
  -1	-5	5	0	-4	-2	0	114	1.9
76) CCn1nc(C)c(CN2CCCCC2C(=O)Nc2ccc(Oc3cccnc3)cc2)c1C (stereo not drawn)
  1	2	-2	-7	29	1	0	90	1.5
